KCNQ2 inh: KCNQ2 potassium channel inhibitors, primary screen, cell-based, CHO-K1, FluxOR thallium flux, B-score (AID 2156); 20 min; stronger effect = lower value; actives 1.1% (n = 310,000); O88943; B-score at 10 µM;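 active = fluorescence ratio B-score at most minus 3 library SDs, with starting brightness B-score within 2 library SDs, cut at about -5.5 in these data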
Target sequence (O88943 whole entry, looked up): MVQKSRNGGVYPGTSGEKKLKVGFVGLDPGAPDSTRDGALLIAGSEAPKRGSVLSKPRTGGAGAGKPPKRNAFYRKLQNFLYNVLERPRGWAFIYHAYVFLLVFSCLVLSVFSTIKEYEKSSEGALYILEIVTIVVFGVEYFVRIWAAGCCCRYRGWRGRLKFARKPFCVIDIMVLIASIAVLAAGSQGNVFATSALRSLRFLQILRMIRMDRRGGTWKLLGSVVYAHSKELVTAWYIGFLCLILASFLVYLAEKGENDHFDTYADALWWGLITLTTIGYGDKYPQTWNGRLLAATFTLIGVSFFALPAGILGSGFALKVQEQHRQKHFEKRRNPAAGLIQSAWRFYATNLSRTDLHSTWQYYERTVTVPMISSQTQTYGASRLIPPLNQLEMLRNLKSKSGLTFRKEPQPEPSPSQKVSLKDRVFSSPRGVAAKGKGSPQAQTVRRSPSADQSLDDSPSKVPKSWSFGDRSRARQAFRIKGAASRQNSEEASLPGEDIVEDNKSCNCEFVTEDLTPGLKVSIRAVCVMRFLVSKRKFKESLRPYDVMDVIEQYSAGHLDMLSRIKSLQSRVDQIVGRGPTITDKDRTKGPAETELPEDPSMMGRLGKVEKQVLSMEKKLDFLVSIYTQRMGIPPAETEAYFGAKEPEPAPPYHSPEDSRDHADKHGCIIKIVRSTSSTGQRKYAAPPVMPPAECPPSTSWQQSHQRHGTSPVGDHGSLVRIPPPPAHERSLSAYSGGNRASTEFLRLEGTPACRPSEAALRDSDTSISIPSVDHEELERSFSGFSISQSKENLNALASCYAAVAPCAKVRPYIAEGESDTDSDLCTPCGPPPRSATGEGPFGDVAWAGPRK
CHT block: inhibitors of human choline transporter CHT; actives 0.86% (n = 310,000); Q9GZV3; B-score at 10 µM; CHT-expressing cells, membrane potential dye, choline response; stronger effect = lower value;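 active = B-score over 3 SD under the library average, and starting fluorescence ratio not unusually high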;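 note: choline stimulus applied at its EC90 after an EC20 pre-addition; B-score computed on integrated fluorescence ratio after choline addition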
Active calls of the source: *; i = inactive; · = not tested or not shown.

SMILES	KCNQ2 inh	CHT block
Cc1ccc(NC(=O)CCSCCC(=O)Nc2ccc(C)c(C)c2)cc1C	i	i
CC(C)(C)Sc1ccc2nc3c(n2c1)CCCC3	i	i
COCCSc1ccccc1C(=O)Nc1nncs1	i	i
COc1cccc(/C=C/C(=O)OCC(=O)NCc2ccco2)c1OC	i	i
O=C(Oc1ccc([N+](=O)[O-])cc1)c1ccc(Cl)c(S(=O)(=O)N2CCCCC2)c1	i	i
Cc1ccc(CNC(=O)c2ccc(N3CCC4(CC3)CC(c3cccc(Br)c3)=NO4)c(NC(=O)c3ccccc3)c2)cc1	i	i
CC(C)(C)NC(=O)CN(CCN1CCOCC1)C(=O)CNS(=O)(=O)c1ccc(Cl)cc1	i	i
CCc1ccc(CN(C)C(=O)c2cc(S(=O)(=O)N3CCOCC3)ccc2N2CCCC2)cc1	i	i
CCOC(=O)N1CCC(NC(=O)c2ccc(CS(=O)(=O)c3c(Cl)cccc3Cl)o2)CC1	i	i
COC(=O)C(CCCCN1C(=O)C2C3C=CC(C3)C2C1=O)N1C(=O)C2C3C=CC(C3)C2C1=O (configuration not stated)	i	i
O=C(/C=C/c1ccccc1)OCN1C(=O)c2ccccc2C1=O	i	i
O=C(Nc1ccc(F)cc1F)N1CCCC(c2nc(-c3ccc(F)cc3)no2)C1 (configuration not stated)	i	i
Cc1ccc(-c2nc(C(=O)NC3CCCCCC3)no2)cc1	i	i
COC(=O)[C@H](CCSC)NC(=O)Nc1cccc(C)c1C	i	i
c1ccc(NC2=NCCN2CC2CCCCCC2)cc1	·	i
O=C(Nc1ccc2c(c1)COC2=O)c1ccc(Cl)c(Cl)c1	i	i
CC1(OC(=O)c2cnc3ccccc3n2)C(=O)C=C2C=C(C3CC3)OC=C2C1=O (configuration not stated)	i	i
COc1ccc(C(=O)NCC(=O)N2CCNC(=O)C2)cc1OC	i	i
O=C(NCc1ccco1)C(c1ccccc1F)N(Cc1cccnc1)C(=O)Cn1nnc2ccccc21 (configuration not stated)	i	i
Cc1nn(Cc2ccccc2Cl)c(C)c1NC(=O)C1C2CCC(O2)C1C(=O)O (configuration not stated)	i	·
Cn1c(=O)n(Cc2ccccc2)c(=O)c2c1nc(NCC1CCCO1)n2Cc1ccccc1 (configuration not stated)	i	i
CCCCOP(=O)(OCCCC)C(O)c1ccc(Br)cc1 (configuration not stated)	i	i
CCOc1cc(C(=S)N2CCOCC2)ccc1OC(=O)c1ccc(C)cc1	i	i
CCOc1ccc(NS(=O)(=O)c2ccc(C)c(C(N)=O)c2)cc1	i	i
Cc1cc(C)cc(C(=O)N(c2ccccn2)C(C)c2ccco2)c1 (configuration not stated)	i	i
SMILES	KCNQ2 inh	CHT block
O=C(NCCc1ccccc1)C(=O)NCC1OCCCN1S(=O)(=O)c1cccs1 (configuration not stated)	i	i
CNS(=O)(=O)c1cccc(C(=O)Nc2cccc(Cl)c2)c1	i	i
CCc1ccc(OCC2Cn3c(nc4c3c(=O)[nH]c(=O)n4C)O2)cc1 (configuration not stated)	i	i
Cc1csc(N(C)C(=O)CSc2nnc(COc3ccccc3C)o2)n1	i	i
COC(=O)CCn1nc(-c2ccc(C)cc2)c2ccccc2c1=O	i	i
COc1ccc(N2CCN(C(=O)COCc3cc(-c4ccc5c(c4)OCO5)on3)CC2)cc1	i	i
Nc1ccccc1OCCOCCOCCOc1ccccc1N	i	i
CN1CCC(=NNC(=O)C(=O)Nc2cccc(Br)c2)CC1	i	i
CC(C)=C(NC(=O)c1ccccc1)C(=O)NCCCC(=O)O	i	i
Cc1ccc(-c2nc3n(n2)Cc2ccccc2-3)cc1	i	i
CC(C)CC(=O)N1CCN(Cc2ccccc2Cl)CC1	i	i
O=C(Nc1ccc2oc(-c3ccncc3)nc2c1)c1ccc2c(c1)OCCO2	i	i
COc1ccc(Nc2nc(N)nc(CSCCO)n2)cc1	i	i
CCCN(CC1CC1)C(=O)CSc1nnc(-c2cc(-c3cccs3)nc3ccccc23)o1	i	i
COc1cc(NC(=O)C2CC2)c(OC)cc1NC(=O)CCC(=O)NC1CCN(Cc2ccccc2)CC1	i	i
CC1(C)CC(NC(=S)NCc2ccco2)CC(C)(C)N1	i	i
O=C(CSc1ccc(-c2ccco2)nn1)NCc1ccc(Cl)cc1	i	i
Cc1cc(=O)oc2cc(OCC(=O)N3CCN(C(=O)C4COc5ccccc5O4)CC3)c(Cl)cc12 (configuration not stated)	i	i
CCCCc1ccc(NC(=O)CSc2nc(=O)n(CCN(C)C)c3c2CCC3)cc1	i	i
CC1(C)CC(=O)c2c(Cc3ccccc3)noc2C1	i	i
CC1=NNC(=O)C1C(c1cccc(O)c1)C(C#N)C#N (configuration not stated)	i	i
O=C(O)c1ccc2c(c1)C(=O)N(c1ccc(C(=O)OCC(=O)c3ccccc3)cc1)C2=O	i	i
Cc1nc(SCC(=O)NCc2ccco2)c2c(C)c(C)sc2n1	i	i
COc1ccc(C(=O)COC(=O)C(CCSC)NC(=O)COc2ccccc2)cc1 (configuration not stated)	i	i
CCOC(=O)N1CCN(C(=O)c2ccccc2Oc2ccccc2)CC1	i	i
SMILES	KCNQ2 inh	CHT block
CCn1c2ccccc2c2cc(CN3CCN(C(=O)c4ccco4)CC3)ccc21	i	i
CCN(CC)CCNC(=S)Nc1ccc(F)cc1	i	i
CCc1ccc(/C=N/n2c(COc3ccccc3)n[nH]c2=S)cc1	i	i
O=C(c1ccc(-c2ccccc2)cc1)C1CCCN(C(=O)c2cncs2)C1 (configuration not stated)	i	i
CCOC(=O)c1cnn(-c2ccc(F)cc2)c1N	i	i
O=C(O)c1ccc(N=Nc2c(O)[nH]c3cc(Cl)ccc23)cc1	i	i
COc1ccc(OC)c(-c2cc(C(=O)N3CCc4ccccc4C3)no2)c1	i	i
Cc1ccc(NC(=O)c2ccc(NS(=O)(=O)c3c(C)noc3C)cc2)cc1C	i	i
CN1C(=O)c2ccc(Oc3ccccc3)cc2C1=O	i	i
Nc1nc(SCC(=O)N2CCc3ccccc3C2)[nH]c(=O)c1-c1ccccc1	i	i
CS(=O)(=O)NCc1nnc(SCc2ccccc2C(F)(F)F)o1	i	i
CN(Cc1ccccc1)C(=O)COC(=O)c1ccc(Cl)cc1N	i	i
O=C(O)CSc1nnc(COc2ccccc2)n1-c1ccccc1	i	i
O=C1CCN(Cc2ccc(Br)cc2)CCN1[C@H](CO)Cc1ccccc1	i	i
CCOC(=O)c1sc2nc(C)nc(Nc3ccc(OC)cc3)c2c1C	i	i
Oc1cc2ccccc2cc1-c1n[nH]c(=S)n1Cc1ccco1	i	i
COc1ccc(C2C(C(=O)Nc3cccnc3)=C(C)Nc3nc(-c4cccs4)nn32)cc1OC (configuration not stated)	i	i
COc1ccc(CCNc2nc3ccc(C)cc3n3cnnc23)cc1OC	i	i
COc1cc2c(cc1OC)CN(C(=O)c1cccc(S(=O)(=O)N(C)C)c1)CC2	i	i
Cn1nnc2c[n+](CC(=O)c3ccc(Cl)cc3)cc(Br)c21	-6.1*	i
COC(=O)CN1C(=O)CC(C)(C)Sc2ccccc21	i	i
COc1cc(OC)cc(C(=O)Nc2ccc3c(c2)OCCO3)c1	i	i
Cc1cccc(C(=O)NN(C)c2nc(-c3ccccc3)nnc2C(F)(F)F)c1	i	i
Cc1cc(CNC(=O)c2cccc([N+](=O)[O-])c2C)c2ccccc2n1	i	i
N#Cc1ccccc1-c1ccccc1C(=O)N1CCCCC1	i	i

Among those listed so far, 5 have an NH in an aromatic ring.
SMILES	KCNQ2 inh	CHT block
CCc1ccc(OCC2Cn3c(nc4c3c(=O)[nH]c(=O)n4C)O2)cc1 (configuration not stated)	i	i
CCc1ccc(/C=N/n2c(COc3ccccc3)n[nH]c2=S)cc1	i	i
O=C(O)c1ccc(N=Nc2c(O)[nH]c3cc(Cl)ccc23)cc1	i	i
Nc1nc(SCC(=O)N2CCc3ccccc3C2)[nH]c(=O)c1-c1ccccc1	i	i
Oc1cc2ccccc2cc1-c1n[nH]c(=S)n1Cc1ccco1	i	i

(next part)
SMILES	KCNQ2 inh	CHT block
CC(=O)Nc1ccc(S(=O)(=O)NC(C)c2nc(-c3ccccc3)no2)cc1 (configuration not stated)	i	i
COc1ccc2c(c1OC)C(=O)N(c1ccc(C)cc1)C2=O	i	i
COC(=O)Cn1c(=O)c(=O)n(CC(=O)OC)c2ccccc21	i	i
O=S(=O)(c1ccccc1)N1CCN(c2ccccc2)CC1	i	i
Cc1ccc(NC(=O)[C@@H](CC(C)C)NC(=O)[C@@H]2Cc3ccccc3CN2)cc1	i	i
C=CCNC(=O)c1scc2c1CCCC2	i	i
Cc1c(Cc2ccccc2)c(=O)oc2c(C)c(OCC(=O)N3CCC(C(=O)O)CC3)ccc12	i	i
CCCC1N2CC3([N+](=O)[O-])CN1CC([N+](=O)[O-])(C2)C3(C)C (configuration not stated)	i	i
O=C(CNC(=O)c1ccc(Cl)cc1)NC(CO)c1ccccc1 (configuration not stated)	i	i
CCOC(=O)C1=C(CSc2nc(C)cc(C)c2C#N)OC(N)=C(C#N)C1c1cccs1 (configuration not stated)	·	i
O=C1CSC(=Nc2cccc([N+](=O)[O-])c2)N1	i	i
Cc1cccc(NC(c2ccc(O)cc2)c2ccc3ccc(C)nc3c2O)n1 (configuration not stated)	i	i
O=C(CNS(=O)(=O)c1ccccc1)NCC(=O)OCc1ccc(C(=O)c2ccccc2)cc1	i	i
COc1ccc(-n2ncc3c2CC(C)(C)CC3NC(=O)c2cn[nH]c2)cc1 (configuration not stated)	i	i
CNC(=S)N(CCc1c(C)[nH]c2ccc(F)cc12)Cc1cccnc1	i	i
COC(=O)c1ccccc1NC(=O)CN(c1ccc(C)cc1)S(C)(=O)=O	i	i
CCCCn1c(N)c(N(CC(C)C)C(=O)CC2CCCC2)c(=O)[nH]c1=O	i	i
COc1ccc(NS(=O)(=O)c2ccc(NC(=O)c3ccc(Br)cc3)cc2)nn1	i	i
CCOC(=O)/C(=C/c1ccco1)NC(=O)c1ccc(Br)o1	i	i
CCc1ccc(NC(=S)NCC2CCCN2CC)cc1 (configuration not stated)	i	i
O=S(=O)(c1ccccc1)N1CCN(C(=S)Nc2ccc(Br)cc2)CC1	i	i
Cc1ccc(S(=O)(=O)Nc2ccc(Cl)cc2)cc1NC(=O)Cn1cnc2c1c(=O)n(C)c(=O)n2C	i	i
COc1ccc(CN2C(=O)c3cccnc3C2=O)cc1S(=O)(=O)NCc1ccco1	i	i
O=C(c1ccco1)N1CCN(Cc2cn[nH]c2-c2ccc(F)cc2F)CC1	i	i
COc1ccc(CNC(=O)C2CCCC2)cc1	i	i

2 compounds drawn at random from the list so far:
SMILES	KCNQ2 inh	CHT block
CCOc1ccc(NS(=O)(=O)c2ccc(C)c(C(N)=O)c2)cc1	i	i
O=C1CSC(=Nc2cccc([N+](=O)[O-])c2)N1	i	i

Continued.
SMILES	KCNQ2 inh	CHT block
O=C(Nc1ccc(-c2cn3ccccc3n2)cc1)c1cccs1	i	i
COC(=O)N1C(=O)[C@](c2ccccc2)(C2CCCCC2)N1C(=O)OC	i	i
CC(NC(=O)c1cc(=O)[nH]c2ccc(Br)cc12)c1ccccc1 (configuration not stated)	i	i
Nc1c([N+](=O)[O-])c(=O)oc2ccccc12	i	i
NS(=O)(=O)c1ccc(CCNC(=O)NC2(C(F)(F)F)Oc3ccccc3O2)cc1	i	i
CCCNC(=O)c1onc(CSc2ccc(Cl)cc2)c1C(=O)NCCOC	i	i
COCCn1c(=NC(=O)/C=C/c2ccccc2Cl)sc2cc(NC(C)=O)ccc21	i	i
Cc1ccc(-c2noc(CSc3nnc(-c4ccncc4)n3-c3ccc(C)cc3)n2)cc1	i	i
CCOC(=O)C1CCN(CCC(=O)Nc2ccccc2Cl)CC1	i	i
COc1ccc(C(CNC(=O)Cc2ccc(-c3ccccc3)cc2)N(C)C)cc1 (configuration not stated)	i	i
OC(c1ccccn1)(c1ccccn1)c1ccccn1	i	i
COC(C#CCCN(C)C)(c1ccccc1)c1ccccc1	i	i
COc1ccccc1N1C(=S)NC2CS(=O)(=O)CC21 (configuration not stated)	i	i
CSc1nsc(/C=C/Nc2ccc(F)cc2F)c1C#N	i	i
COc1ccc(N(CC(=O)Nc2ccc3c(c2)OCO3)S(=O)(=O)c2c(C)nn(C)c2C)cc1	i	i
Cc1oc(C)c(S(=O)(=O)NCc2cccs2)c1C(=O)O	i	i
CCc1ccc(Oc2nc([N+](=O)[O-])nn2C)cc1	i	i
CCOC(=O)C1CCN(C(=O)C2COc3ccccc3O2)CC1 (configuration not stated)	i	i
CC(C)CCNC(=O)NC(=O)COC(=O)CNC(=O)C1CCCCC1	i	i
Cn1c(Cn2nnc3ccccc32)nnc1SCC(=O)N1CCc2ccccc21	i	i
CCOc1ccc(NC(=O)NNC(=O)C2CCC(C(C)(C)C)CC2)cc1 (configuration not stated)	i	i
CC(=O)Nc1ccc(S(=O)(=O)N=S(C)C)cc1	·	i
CCOC(=O)c1ccccc1NC(=O)c1ccc(F)cc1	i	i
CN(CCC1CCCCO1)Cc1cn(C)nc1-c1ccc2c(c1)OCCO2 (configuration not stated)	i	i
Cc1n[nH]c(C)c1N1C(=O)c2cccc3cc(Br)cc(c23)C1=O	i	i
COc1ccc(C2C3=C(CC(C)(C)CC3=O)OC(N)=C2[N+](=O)[O-])cc1 (configuration not stated)	i	i
O=C(O)c1cc(-c2ccccc2)n(-c2ccc(Cl)cc2)n1	i	i
CCc1ccc(C(=O)NNC(=O)OC)cc1	i	i

Entries of single compounds, looked up by structure. Order of values: KCNQ2 inh | CHT block
O=C(O)c1cc(-c2ccccc2)n(-c2ccc(Cl)cc2)n1 is listed as i | i
Cc1cc(CNC(=O)c2cccc([N+](=O)[O-])c2C)c2ccccc2n1 is listed as i | i
c1ccc(NC2=NCCN2CC2CCCCCC2)cc1 is listed as · | i
O=C1CSC(=Nc2cccc([N+](=O)[O-])c2)N1 is listed as i | i

Compound activity deposited in PubChem by Johns Hopkins Ion Channel Center.
